# IL-1B inflam inh – inflammasome signaling inhibition, IL-1 beta readout; AID 743279; THP-1 LPS/ATP IL-1B secretion, AlphaLISA, 16 h; hits give low values; hit rate 4.7% among 360,000; activity change, % at 57.5 µM; in the data active = activity change below about -50%; inconclusive = mostly about -30% to -49%; note: % is set by controls: 0 for no effect and ±100 for the full control effect
#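 THP-1 cells pretreated 1 hr with compounds (up to 57.5 uM final), then stimulated with LPS (250 ng/mL final) plus ATP (1.25 mM final); secreted IL-1B measured by AlphaLISA after 16 hr, decreased signal indicating inhibition.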
# HT1080NT lethal – kills 2HG-producing HT-1080-NT fibrosarcoma cells; HT-1080-NT fibrosarcoma viability, CellTiter-Glo ATP luminescence, 48 h; hit rate 1.6% among 360,000; Potency, µM (series often up to 46.1 µM), for inactives: at the highest dose activity, negative = less viability, most hits filed as cytotoxic;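 note: NT is the 2HG producing partner of a matched IDH1 knockdown line; potency is the fitted concentration of half-maximal effect; 0% = DMSO-treated cells and -100% = media-only wells without cells; nearly all actives have a fitted effect of over 55% in size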
#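 750 cells/well, RPMI + 5% FBS; 2 h settle, compound pin-transfer, 48 h at 37 degrees C. CellTiter-Glo 10 min RT, luminescence. Normalized to DMSO and media-only wells.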
# KB-3-1 cytotox – kills parental KB-3-1 adenocarcinoma cells. KB-3-1 viability, CellTiter-Glo ATP luminescence, 72 h. Potency, µM (doses to about 46.1 µM), for the others: at the highest dose activity change, negative = cytotoxic, hits mostly cytotoxic. hit rate 1.4% among 400,000. AID 1347075; note: potency is the fitted concentration of half-maximal effect; % is set by controls: 0 for no effect and ±100 for the full control effect; nearly all actives have a fitted effect of over 60% in size
#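 Viability of parental KB-3-1 cells, measured by CellTiter-Glo luminescence, followed a 72 h incubation at 37 °C with pinned compounds in phenol-red-free DMEM containing 10% FBS.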
# MCF10A rereplic – induces DNA re-replication in MCF 10a normal breast cells; Potency, µM (series often up to 46.1 µM), for the others: at the highest dose activity, positive = re-replication, most hits filed as activators; AID 624296; hit rate 2.9% among 350,000; MCF 10A DNA re-replication, Hoechst nuclear intensity, 48 h; note: potency is the fitted concentration of half-maximal effect; % of control where 0% means no effect; nearly all actives have a fitted effect of over 50% in size
# WRN inhibitor – WRN helicase (human) inhibition | hit rate 0.46% among 360,000 | WRN helicase unwinding, fluorescent forked duplex, kinetic | AID 651768 | Potency, µM (series often up to 114 µM), for inactives: top-dose activity change, negative = inhibition, most hits filed as inhibitors | Q14191; note: potency is the fitted concentration of half-maximal effect; % is set by controls: 0 for no effect and ±100 for the full control effect; nearly all actives have a fitted effect of over 55% in size
# Target sequence (Q14191 whole entry, looked up): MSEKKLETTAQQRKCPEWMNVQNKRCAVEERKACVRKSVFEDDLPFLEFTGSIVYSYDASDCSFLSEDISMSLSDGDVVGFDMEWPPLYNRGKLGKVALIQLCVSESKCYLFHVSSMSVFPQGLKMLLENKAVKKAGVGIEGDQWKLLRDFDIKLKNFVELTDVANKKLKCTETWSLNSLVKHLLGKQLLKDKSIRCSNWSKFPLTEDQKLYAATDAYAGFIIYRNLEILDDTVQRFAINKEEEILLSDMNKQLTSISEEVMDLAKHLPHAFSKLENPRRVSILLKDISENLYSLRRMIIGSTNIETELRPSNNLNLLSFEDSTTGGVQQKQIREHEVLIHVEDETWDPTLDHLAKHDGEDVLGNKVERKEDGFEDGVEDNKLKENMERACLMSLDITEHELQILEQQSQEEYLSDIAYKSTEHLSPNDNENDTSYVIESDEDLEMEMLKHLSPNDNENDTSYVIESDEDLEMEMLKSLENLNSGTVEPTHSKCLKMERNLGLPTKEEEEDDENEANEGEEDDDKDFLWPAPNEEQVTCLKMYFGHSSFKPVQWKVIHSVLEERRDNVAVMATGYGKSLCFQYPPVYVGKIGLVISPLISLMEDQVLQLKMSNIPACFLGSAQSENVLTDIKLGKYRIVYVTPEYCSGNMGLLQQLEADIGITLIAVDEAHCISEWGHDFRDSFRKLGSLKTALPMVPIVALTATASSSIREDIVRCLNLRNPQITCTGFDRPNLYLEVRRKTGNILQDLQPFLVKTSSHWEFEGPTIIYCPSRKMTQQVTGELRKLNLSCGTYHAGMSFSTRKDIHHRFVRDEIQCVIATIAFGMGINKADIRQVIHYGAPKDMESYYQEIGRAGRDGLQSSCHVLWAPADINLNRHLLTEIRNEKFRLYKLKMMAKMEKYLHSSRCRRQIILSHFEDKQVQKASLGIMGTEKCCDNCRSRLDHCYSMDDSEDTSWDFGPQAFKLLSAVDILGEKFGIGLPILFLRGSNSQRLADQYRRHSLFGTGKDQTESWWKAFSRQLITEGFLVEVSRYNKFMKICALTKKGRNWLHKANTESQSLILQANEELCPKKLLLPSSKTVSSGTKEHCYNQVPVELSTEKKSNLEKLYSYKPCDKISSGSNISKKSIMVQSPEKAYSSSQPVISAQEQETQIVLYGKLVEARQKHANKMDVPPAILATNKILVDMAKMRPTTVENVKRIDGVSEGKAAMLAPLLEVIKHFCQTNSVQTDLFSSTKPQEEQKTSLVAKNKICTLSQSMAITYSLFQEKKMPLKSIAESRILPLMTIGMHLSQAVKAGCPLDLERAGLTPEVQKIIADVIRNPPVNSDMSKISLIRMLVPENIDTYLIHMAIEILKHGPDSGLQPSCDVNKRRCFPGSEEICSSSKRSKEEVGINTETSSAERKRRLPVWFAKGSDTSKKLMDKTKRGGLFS
#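 Kinetic red-fluorescence monitoring (525/598 nm) tracks WRN helicase activity after 100 nM fluorophore-quencher forked duplex and 2 mM ATP are added to 20 nM enzyme pretreated 15 min at room temperature with compound.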
# HT1080 IDH1KD tx – kills HT-1080 cells with IDH1 knockdown. AID 686971. Potency, µM (doses to about 46.1 µM), for inactives: top-dose activity, negative = toxicity, hits mostly cytotoxic. HT-1080 IDH1 knockdown viability, ATP luminescence, 48 h. hit rate 2% among 360,000;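 note: potency is the fitted concentration of half-maximal effect; 0% = DMSO wells and -100% = cell-free medium wells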
#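 Using the IDH1-knockdown HT-1080 line run in the same batch and compound series as the NT line, viability after 48 h at 37 °C was determined by CellTiter-Glo luminescence and expressed as % activity.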
# KB-V1 MDR tox – kills drug-selected multidrug resistant KB-V1 cells; KB-V1 MDR cells viability, CellTiter-Glo, 72 h; Potency, µM (highest dose often 46.1 µM), for the others: top-dose activity change, negative = cytotoxicity, usual class: cytotoxic; hit rate 3.4% among 400,000; AID 1347076; note: potency is the fitted concentration of half-maximal effect; % is set by controls: 0 for no effect and ±100 for the full control effect; nearly all actives have a fitted effect of over 60% in size
#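 Compound-treated KB-V1 multidrug-resistant cells, 72 h, 37 degrees C; viability by CellTiter-Glo. Fitted qHTS curves give the values.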
# SW480 rereplic – induces DNA re-replication in SW480 colon adenocarcinoma cells; hit rate 1.8% among 340,000; SW480 DNA re-replication, Hoechst DNA content imaging, 48 h; Potency, µM (titrated, usually from 46.1 µM), for inactives: at the top dose re-replication activation, most hits filed as activators; note: potency is the fitted concentration of half-maximal effect; % of control where 0% means no effect; nearly all actives have a fitted effect of over 55% in size
#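 Compounds, transferred as 23 nL by pin tool, were incubated with cells for 48 hr; DNA content per nucleus was then quantified by Hoechst staining and fluorescence plate imaging.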
# ATXN2 expr inh – inhibitors of ATXN2 expression | HEK-293 ATXN2-luciferase reporter, luminescence, 24 h | Potency, µM (series often up to 57 µM), for the others: top-dose activity change, negative = inhibition, hits mostly inhibitors | hit rate 0.72% among 360,000 | AID 1745845; note: potency is the fitted concentration of half-maximal effect; % is set by controls: 0 for no effect and ±100 for the full control effect; nearly all actives have a fitted effect of over 55% in size
#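 qHTS (up to 57 uM final) was run with 24 h compound exposure of reporter cells at 37 °C. Each well was multiplexed: SteadyGlo luminescence measured ATXN2-luciferase expression after a fluorogenic Gly-Phe-AFC viability readout (25 uM final).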
# Numbers without * were called inactive; u = inconclusive; x = no result given; & = joins results of further samples; [ ] = dose if it differs, or a comment. Unless noted, calls come from the whole dose curve; as a rule, active = well fitted curve in the direction sought with a large enough effect; inconclusive = small, poorly fitted or top-dose-only effect, or another doubt; inactive = no such curve, though single readings can be large; an effect the other way counts as inactive or inconclusive.
SMILES	MCF10A rereplic	HT1080NT lethal	IL-1B inflam inh	SW480 rereplic	KB-V1 MDR tox	KB-3-1 cytotox	WRN inhibitor	ATXN2 expr inh	HT1080 IDH1KD tx
CC(=O)c1c(C)[nH]c(C(=O)Nc2ccc(C)c(C)c2)c1C	0%	u	-26	-12%	u	0%	-9%	79%[activator]	20%
Oc1ccc(N2CCN(C(c3cccs3)c3nnnn3CCc3ccccc3)CC2)cc1 (stereo not given)	u	-12%	-6	17%	u	-2%	-3%	-32%	u
COc1ccccc1CNC(=O)CN(CCc1ccccc1)S(C)(=O)=O	4%	1%	4	11%	-2%	-3%	-30%	-7%	11%
COc1cc2c3c(c1)C(C)=CC(C)(C)N3C(=O)C2=O	u	10µM*	0	10µM*	-21%	0%	2%	x	3.3µM*
COc1ccccc1CCN1C(=S)NC(C)(C)CC1(C)O (stereo not given)	1%	5%	-13	1%	-18%	-12%	-2%	-3%	2%
CCOCCc1nnc(N)s1	8.2µM*	15%	-3	15µM*	-2%	1%	-1%	-4%	18%
COc1cccc(C(=O)Nc2ccc(NC(=O)c3ccco3)cn2)c1	2%	-1%	-22	-1%[9.22 µM]	-18%	-3%	-7%	-7%	5%
COc1ccc(-c2csc3ncnc(Sc4nnnn4C)c23)cc1	u	x	x	-4%	u	u	x	20µM*	x
Cc1ccccc1CN(C)c1ccc(S(=O)(=O)N2CCN(C)CC2)cn1	-10%	-6%	-13	-10%	-17%	-3%	2%	x	1%
CC(C)CC(=O)Nc1ccc(N2CCN(S(C)(=O)=O)CC2)cc1	-1%	8%	8	-3%	1%	-10%	5%	7%	22%
CN(C)C(=S)Nc1cccc(C(F)(F)F)c1	0%	-2%	-13	-1%	5%	-1%	2%	-21%	-4%
Cc1cc(CN2CCOCC2)c(O)c(C2(C)CCCCC2)c1	u	-28%	11	-4%	0%	-4%	-14%	-25%	u
CN(C)c1ncccc1-c1nc2ccccc2s1	u	8%	28	0%	u	0%	4%	5%	0%
CN(Cc1ccsc1)C(=O)Cn1cc(Br)ccc1=O	-3%	2%	-1	-6%	-2%	1%	-7%	33%	6%
CC(O)[C@H]1CNC(=O)C(=O)N1CC(C)(C)C (stereo not given in full)	-2%	15%	33	-7%	u	2%	12%	6%	18%

# Filtered by structure: those above with a halogen
SMILES	MCF10A rereplic	HT1080NT lethal	IL-1B inflam inh	SW480 rereplic	KB-V1 MDR tox	KB-3-1 cytotox	WRN inhibitor	ATXN2 expr inh	HT1080 IDH1KD tx
CN(C)C(=S)Nc1cccc(C(F)(F)F)c1	0%	-2%	-13	-1%	5%	-1%	2%	-21%	-4%
CN(Cc1ccsc1)C(=O)Cn1cc(Br)ccc1=O	-3%	2%	-1	-6%	-2%	1%	-7%	33%	6%

# Continued.
SMILES	MCF10A rereplic	HT1080NT lethal	IL-1B inflam inh	SW480 rereplic	KB-V1 MDR tox	KB-3-1 cytotox	WRN inhibitor	ATXN2 expr inh	HT1080 IDH1KD tx
O=C1CCC(c2ccc3ccccc3c2)O1 (stereo not given)	-24%	19%	-1	-7%	-6%	7%	10%	18%	0%
O=C(c1ccc(OCC2CCCO2)cc1)N1CCc2ccccc2C1 (stereo not given)	8%	7%	34	-5%	u	6%	-25%	26%	13%
FC(F)(F)c1nnc2c3ccccc3c(Cl)nn12	21µM*	-23%	-8	2.6µM*	-19%	u	-3%	x	-3%
Cc1ccccc1OCC(=O)NN1CCN(C)CC1	19%	10%	0	5%	-5%	-1%	3%	-7%	24%
CN(C)CC#CCC(O)(c1ccccc1)c1ccccc1	2%	-7%	-12	-14%	-1%	-2%	-16%	-17%	-9%
CCOc1cc(/C=N/NC(N)=O)ccc1OCC(=O)Nc1ccc(C)c(C)c1	-11%	-2%	-15	31%	1%	22%	-28%	-10%	-4%
O=C(NCc1ccc2c(c1)OCO2)c1ccc(NC(=O)C2CCCO2)cc1 (stereo not given)	1%	-2%	-18	-3%	-15%	0%	1%	0%	-8%
C[C@H](NC(=O)Nc1cccc(Br)c1)C(=O)O	-1%	21%	14	0%	21%	-1%	4%	5%	9%
COc1ccc(OCC(=O)Nc2cc(S(=O)(=O)N3CCCC3)ccc2Cl)cc1	7%	0%	8	-2%	-4%	-4%	0%	0%	1%
CCN(CC)S(=O)(=O)c1cccc(C(=O)N/N=C/c2ccc(N3CCOCC3)cc2)c1	-18%	-9%	28	12%	u	9%	-3%	1%	-7%
Cc1[nH]c2ccccc2c1CCNC(=O)c1ccc2c(c1[N+](=O)[O-])C(=O)c1ccccc1C2=O	u	-17%	-103*	u	16µM*	8%	-18%	-10%	u
CCOC(=O)c1nc(-c2ccccc2)oc1N(C)C	2%	12%	0	0%	-23%	-2%	-1%	6%	8%
CC(C)CCNC(=S)Nc1ccc2nc3n(c(=O)c2c1)CCCCC3	10%	8%	-8	-3%	-14%	-4%	3%	-12%	17%
CCCCNC(=O)NNC(=O)c1cc(C)on1	-4%	21%	0	-3%	6%	7%	-24%	-15%	27%
CC(C)Oc1cccc(C(=O)C2CCCN(Cc3cccn3-c3ccccn3)C2)c1 (stereo not given)	11%	23µM*	-92*	u	u	u	3%	-20%[11.3 µM]	21µM*
CC(C)COC(=O)NCCOC(=O)Nc1cccc(Cl)c1	u	-1%	12	-4%[9.22 µM]	-27%	-1%	-1%	-15%	-9%
COc1ccc(NC(=O)c2ccc3ccccc3n2)cc1S(=O)(=O)N1CCCCC1	u	1%	u	11%	-4%	0%	-18%	-5%	-12%
CCC(=O)c1cc(F)c(N2CCN(S(=O)(=O)c3ccccc3)CC2)cc1C	22%	-2%	u	u	-21%	-11%	-12%	-16%	-9%
COc1ccc(CNC(=O)CNC(=O)c2sc3ccccc3c2Cl)cc1OC	12%	u	-2	-3%	u	-1%	-7%	-34%	u
O=C(/C=C/c1ccc(OCc2c(F)cccc2Cl)cc1)N1CCOCC1	u	-12%	u	14%	u	u	0%	5%	u
Cc1nc(N2CCC(C(N)=O)CC2)c2c(-c3cccs3)csc2n1	3%	-23%	23	-2%	-27%	u	-8%	28%	-22%
Cc1cc2cc(CNC(=O)c3ccc(C)c([N+](=O)[O-])c3)ccc2[nH]1	-5%	-1%	-21	-1%	-7%	-9%	-11%	8%	-3%
CC1([N+](=O)[O-])COC2(OC1)C(=O)Nc1ccccc12 (stereo not given)	0%	14%	25	1%	0%	-10%	-2%	-6%	14%
O=C(NC1CCCCC1)c1cc2cc(Br)ccc2o1	5%	13%	-14	-6%	-3%	-6%	-8%	29%	15%
c1ccc2c(c1)c1ccccc1n1c(-c3ccc4c(c3)OCO4)nnc21	-1%	0%	-57*	-2%	21µM*	u	-12%	u	0%
CN(C)CCCNC(=O)c1ccc(Oc2ccccc2)cc1	23%	0%	-17	5%	-18%	-10%	-9%	-21%	4%
COc1ccc(Cn2ccnc2SCC(=O)NC2CCCC2)cc1	10%	-9%	-9	8%	14%	11%	-35%	6%&10%	-8%
CC(C)(C)NC(=O)C(=O)NNC(=O)COc1ccccc1	2%	15%	18	-25%	12%	5%	-19%	-13%	18%
COc1ccc(SC[C@H](Cc2ccccc2)N2CC[C@@H](NC(=O)OCc3ccccc3)CCC2=O)cc1	u	0%	-16	u	u	0%&-15%	-6%	11%	0%
CCC(C)c1ccccc1OCCCN(C)Cc1ccccc1 (stereo not given)	11%	-15%	-19	-4%	-17%	-2%	2%	-6%	u
CN(CC(=O)O)S(=O)(=O)c1ccc2c(c1)n(C)c(=O)c(=O)n2C	-4%	18%	-17	7%	5%	-4%	1%	-20%	16%
CN(C)S(=O)(=O)c1cccc(NC(=S)Nc2cc(Cl)cc(Cl)c2)c1	20%	6%	-70*	-6%	18µM*	u	-19%	u	5%
CSc1ccccc1OCc1cc(C(=O)N(C)Cc2cnccn2)no1	6%	12%	-12	-1%	-7%	1%	7%	0%	15%
O=C(Nc1cccc(Cl)c1)c1ccc(NCCCN2CCOCC2)c([N+](=O)[O-])c1	u	u	-51*	-1%[9.22 µM]	u	-30%	2%	u	u
CC1CN(c2nc(Nc3ccccc3F)nc(N)c2[N+](=O)[O-])CC(C)O1 (stereo not given)	5%	-18%	27	34%	-18%	-12%	1%	-5%	-6%
COc1ccccc1-c1nnn(C/C(N)=N/O)n1	-4%	3%	-14	-5%	4%	-6%	-2%	-14%	1%
COc1ccc(-n2c(=S)[nH]c3cc(C(=O)Nc4ccccc4OC)ccc3c2=O)c(OC)c1	-2%	-17%	-9	-23%	-15%	1%	0%	-17%	-22%
CN1CCC2(CC1)N=C(c1ccc(F)cc1)C(=S)N2C(=O)c1ccc(C(C)(C)C)cc1	8.2µM*	u	u	3%	u	u	-10%	32µM*	u
Cc1nc2ccccc2n1CC(O)COc1ccc(Br)cc1 (stereo not given)	12%	-21%	u	-5%	13µM*	u	9%	-22%	-14%
Cc1nonc1CN(C)C(=O)CC1C(=O)NCCN1Cc1c(F)cccc1Cl (stereo not given)	0%	15%	13	-124%[inhibitor]	1%	16%	10%	3%	12%
COc1ccccc1-c1cc(C(F)(F)F)nc(S(=O)(=O)CCCC(=O)NC(C)C)n1	6.3µM*	5.8µM*	-98*	2.9µM*	u	u	-2%[57.1 µM]	u	5.8µM*
COC(=O)c1ccc(C(=O)OC)c(NC(=O)CSc2nc(-c3ccco3)cc(C(F)(F)F)n2)c1	-3%	11%	18	-2%	-20%	-4%	3%	8%	7%

# Screening results from PubChem BioAssay.
